Source: PubChem BioAssay (several laboratories)
E coli Lon inh: inhibitors of E. coli Lon protease, primary screen, biochemical, fluorescence polarization; P0A9M0; purified E. coli Lon protease; inhibition, % at 7.94 µM; hit rate 0.42% among 360,000; AID 602123, 2011; in the data active means inhibition above about 13%, passing the limit was not always enough;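 further: 0% = enzyme with probe and DMSO and 100% = no enzyme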
Target sequence (P0A9M0 whole entry, looked up): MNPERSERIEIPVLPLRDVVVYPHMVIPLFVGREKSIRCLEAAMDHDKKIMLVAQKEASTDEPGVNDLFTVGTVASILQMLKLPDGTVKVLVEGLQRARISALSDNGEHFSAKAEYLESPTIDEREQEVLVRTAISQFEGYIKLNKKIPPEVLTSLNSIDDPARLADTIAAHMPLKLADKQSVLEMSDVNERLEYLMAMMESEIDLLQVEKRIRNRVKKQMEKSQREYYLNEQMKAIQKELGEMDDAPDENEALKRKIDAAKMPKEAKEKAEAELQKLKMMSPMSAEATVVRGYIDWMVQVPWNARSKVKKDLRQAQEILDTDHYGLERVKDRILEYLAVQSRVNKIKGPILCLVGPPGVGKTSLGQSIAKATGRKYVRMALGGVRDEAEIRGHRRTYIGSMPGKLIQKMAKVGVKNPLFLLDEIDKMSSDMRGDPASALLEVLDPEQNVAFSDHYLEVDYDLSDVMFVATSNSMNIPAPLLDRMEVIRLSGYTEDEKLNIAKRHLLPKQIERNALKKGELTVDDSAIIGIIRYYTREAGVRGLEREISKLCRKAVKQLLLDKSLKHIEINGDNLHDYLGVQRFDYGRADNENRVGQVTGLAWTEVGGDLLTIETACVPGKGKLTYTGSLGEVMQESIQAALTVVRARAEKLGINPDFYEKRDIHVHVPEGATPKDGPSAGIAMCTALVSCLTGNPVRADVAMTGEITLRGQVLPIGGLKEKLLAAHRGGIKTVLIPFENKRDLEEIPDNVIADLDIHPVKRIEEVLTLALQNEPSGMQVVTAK
MT1-MMP act inh: blockers of MT1-MMP proenzyme processing, primary screen, HT1080 RFP-PRO-GFP cells, GFP/RFP fluorescence; Matrix metalloproteinase-14 (Homo sapiens), P50281; GFP/RFP ratio fluorescence, overnight; percent of plate control window, DMSO zero; GFP/RFP ratio change, % at 20 µM; hit rate 0.061% among 360,000; AID 651647, 2012;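 active means GFP/RFP ratio change of at least 30% with cell ATP level not reduced by more than half and red fluorescence within 50% of control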; further: strong numbers were not always called active
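Compound: 20 µM single dose, 1% DMSO / System: HT1080 RFP-PRO-GFP cells / Controls: DMSO and RFP-L50D-GFP cell wells / Read-out basis: GFP/RFP fluorescence ratio / Schedule: overnight compound exposure at 37 °C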
MsrA act: bovine MsrA enzyme activators, primary screen, biochemical, absorbance, HTS | purified bovine MsrA, absorbance read-out | activation, % at 10.6 µM | hit rate 0.3% among 360,000 | AID 602163, 2012; in the data active means activation above about 7.5%;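 further: 0% = vehicle and 100% = reference activator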
MsrA inh: bovine MsrA enzyme inhibitors, primary screen, biochemical, absorbance, HTS. Methionine sulfoxide reductase A (Bos taurus). purified bovine MsrA, absorbance read-out. inhibition, % at 15.5 µM. hit rate 0.75% among 360,000. AID 651718, 2012; in the data active means inhibition above about 4.5%;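 further: 0% = vehicle wells with enzyme and 100% = reference inhibitor wells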
Neddylation inh: inhibitors of cullin neddylation, primary screen, biochemical, TR-FRET, uHTS, NAE and Ubc12; NEDD8-conjugating enzyme Ubc12 (Homo sapiens) + NEDD8-activating enzyme E1 regulatory …; hit rate 0.58% among 360,000; AID 651699, 2012; calls only at 25 µM; in the data active means inhibition above about 36%
SKN-1 block: suppressors of acrylamide-induced Pgst-4::GFP reporter in worms, primary screen, SKN-1 inhibitor project, whole organism, uHTS, GFP/RFP fluorescence ratio, strain VP596; C. elegans VP596 Pgst-4::GFP/RFP ratio, 24 h; inhibition, % at 21.8 µM; hit rate 0.49% among 360,000; AID 624304, 2012;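 active means interference check ratio from 0.5 to 1.5 plus GFP to RFP signal ratio inhibition reaching or exceeding a fixed threshold, cut at about 30% in these data, passing the limit was not always enough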; further: some compounds called inactive have numbers as strong as hits
FAS TE block: FAS thioesterase domain inhibitors, primary screen, biochemical, fluorescence intensity, uHTS. Fatty acid synthase (Homo sapiens), P49327. recombinant FAS-TE, OMFH fluorogenic substrate, fluorescence endpoint. inhibition, % at 15 µM. hit rate 0.67% among 360,000. AID 602261, 2012;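 active means compounds whose normalised, plate-corrected inhibition of enzyme fluorescence in the single-dose primary screen is 50% or more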;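 further: 0% = DMSO with enzyme and 100% = substrate without enzyme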
Rin1 Abl inh: inhibitors of Rin1-Abl protein binding, primary screen, biochemical, TR-FRET. Tyrosine-protein kinase ABL1 (Homo sapiens) + Ras and Rab interactor 1 (Homo sapiens), …. inhibition, % at 7.35 µM. hit rate 0.4% among 360,000. AID 588664, 2011; in the data active means inhibition above about 5%, passing the limit was not always enough
NRP1-CendR mod: modulators of CendR peptide binding to NRP-1, primary screen, biochemical, fluorescence polarization, uHTS; FAM-RPARPAR peptide binding to NRP-1; inhibition, % at 25 µM; hit rate 0.85% among 360,000; AID 602438, 2012;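 active means inhibition or corrected inhibition above about 18%, plus a signal ratio from 0.5 to 1.5, limit read from the data, passing the limit was not always enough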; further: strong numbers were not always called active
* marks the source's active call; other numbers are inactive results; i = inactive; · = no result given.

1: COc1ncccc1C(=O)N1CCC(n2nccc2NC(=O)CC(C)C)CC1
2: COC(=O)[C@@H]1C[C@H]1[C@@H](NC(=O)c1ccccc1)c1ccccc1
3: CCOC(=O)CSc1nc2cc3c(cc2cc1C#N)OCO3
4: c1ccc(COc2ncnc3c2ncn3CCCN2CCN(c3ncccn3)CC2)cc1
5: CCN(CC)S(=O)(=O)c1cccc(-c2nnc(SCc3nc4ccccc4s3)o2)c1
6: COc1cc2c(cc1[N+](=O)[O-])-c1ccc([N+](=O)[O-])cc1C2=NO
7: COc1cccc(C(=O)OCC(=O)Nc2nnc(-c3ccccc3)o2)c1
8: c1coc(-c2nnc3n2C2(CCCC2)Cc2ccccc2-3)c1
Screen / compound no.,1,2,3,4,5,6,7,8
E coli Lon inh,4,7,-6,-2,-7,-17,-4,-8
MT1-MMP act inh,-1,-2,-10,6,-4,4,2,-5
MsrA act,-2,-10,2,-11,-5,3,-6,-9
MsrA inh,0.4,-0.6,-0.4,1.4,0.6,-0.7,-0.5,0.0
Neddylation inh,i,i,i,i,i,i,i,i
SKN-1 block,4,0,6,2,7,12,-10,4
FAS TE block,-7,-8,1,-8,18,-142,-4,-5
Rin1 Abl inh,-1,-2,-47,6,-1,-6,0,3
NRP1-CendR mod,14,10,0,2,-1,-13,-12,-2

Along the list, quoted from above.
FAS TE block, entries 5 to 8 → 18, -142, -4, -5

The listing picks up, repeating the 4 entries before the break.
5: CCN(CC)S(=O)(=O)c1cccc(-c2nnc(SCc3nc4ccccc4s3)o2)c1
6: COc1cc2c(cc1[N+](=O)[O-])-c1ccc([N+](=O)[O-])cc1C2=NO
7: COc1cccc(C(=O)OCC(=O)Nc2nnc(-c3ccccc3)o2)c1
8: c1coc(-c2nnc3n2C2(CCCC2)Cc2ccccc2-3)c1
9: O=C(CSc1nnc(CNC(=O)c2ccco2)o1)Nc1cccc(C(F)(F)F)c1
10: COc1ccccc1C(=O)NCCC(=O)N(C)CC(=O)Nc1ccc(C)cc1
11: O=[N+]([O-])c1cccc(C(=Nc2ccccc2Cl)NO)c1
12: Cc1cc(Oc2ccc(Cl)cc2)nc(-c2ccccn2)n1
13: CCNc1nc(NCC)nc(N(C)/N=C/c2ccco2)n1
14: CCn1nc(C)cc1-c1nnc(Sc2ncc([N+](=O)[O-])s2)n1C
15: O=C(c1ccc(Cl)cc1[N+](=O)[O-])N1CCc2ccccc2C1
16: C=CCSC1=N/C(=C\c2ccc(C)o2)C(=O)S1
Screen / compound no.,5,6,7,8,9,10,11,12,13,14,15,16
E coli Lon inh,-7,-17,-4,-8,0,2,-1,6,3,-2,-4,-3
MT1-MMP act inh,-4,4,2,-5,5,-2,1,1,-1,3,10,1
MsrA act,-5,3,-6,-9,0,-1,-12,-3,-2,2,0,0
MsrA inh,0.6,-0.7,-0.5,0.0,0.3,0.2,0.2,0.1,1.6,0.5,-0.8,-1.2
Neddylation inh,i,i,i,i,i,i,i,i,i,i,i,i
SKN-1 block,7,12,-10,4,12,5,-41,9,9,0,6,11
FAS TE block,18,-142,-4,-5,-1,-4,3,-3,-4,6,4,-6
Rin1 Abl inh,-1,-6,0,3,1,-2,-2,-1,2,-4,1,-2
NRP1-CendR mod,-1,-13,-12,-2,-1,-1,8,1,4,8,-1,-3

17: O=C1CC(c2ccccc2)Sc2ccccc2N1 (configuration not stated)
18: COc1ccccc1N1CCN(C2CCCN(C(=O)Cn3cccn3)C2)CC1 (configuration not stated)
19: Cc1[nH]c(=O)[nH]c(=O)c1S(=O)(=O)N1CCC(C(=O)N2CCN(c3cccc(C(F)(F)F)c3)CC2)CC1
20: COc1cc(CN2CCN(Cc3ccc4cc(F)ccc4n3)CC2CCO)cc(OC)c1 (configuration not stated)
21: CCNC(=O)C1(C)CCCN(C(=O)/C=C/c2ccccc2)C1 (configuration not stated)
22: Cc1cc(Cl)c2c(c1)[C@]1(C(=O)N2)[C@@H]2C(=O)N(Cc3ccccc3)C(=O)[C@@H]2[C@@H]2CCCN21
23: Cc1cc(C)n(CC(O)COc2ccc(Cl)cc2)n1 (configuration not stated)
24: COc1ccc(C(=O)C[n+]2cccc3cc(OC)ccc32)cc1
Screen / compound no.,17,18,19,20,21,22,23,24
E coli Lon inh,-3,0,1,-5,1,4,15,-74
MT1-MMP act inh,-6,-2,3,-1,4,-10,4,-21
MsrA act,-10,-1,-3,-4,0,0,-2,-3
MsrA inh,1.4,0.1,-1.8,0.8,-0.4,0.6,-0.6,0.1
Neddylation inh,i,i,i,i,i,i,i,i
SKN-1 block,32,4,11,4,6,17,4,4
FAS TE block,-6,-4,-2,-5,-2,3,-2,-4
Rin1 Abl inh,-1,-2,-4,-1,-2,2,4,-2
NRP1-CendR mod,7,24*,15,-12,9,-7,-5,-4

25: COc1ccc(CCC(=O)N2c3ccccc3N=C(c3ccc(C(F)(F)F)cc3)C2C(=O)NC(C)C)cc1 (configuration not stated)
26: CC(C(=O)Nc1ccc(S(=O)(=O)N2CCOCC2)cc1)N(c1ccccc1)S(C)(=O)=O (configuration not stated)
27: CCCc1nc2ccccc2c(=O)n1/N=C/c1ccc(O)cc1
28: COc1ccc(NC(=O)CSc2nnc(CNC(=O)COc3ccc(Cl)cc3)o2)c(OC)c1
29: CC(C)(C)OC(=O)NC(CC(=O)OCc1ccccc1)C(=O)O (configuration not stated)
30: N=c1c2c(ncn1CCN1CCOCC1)Oc1cc(O)ccc1C2c1ccccc1 (configuration not stated)
31: COc1ccc(-c2ccc(-c3noc(-c4cccc(OC)c4)n3)c(OC)n2)cc1
32: CC(OC(=O)c1ccc(C#N)cc1)C(=O)Nc1ccc(Cl)cn1 (configuration not stated)
Screen / compound no.,25,26,27,28,29,30,31,32
E coli Lon inh,·,-1,-7,-8,-12,-1,-11,-2
MT1-MMP act inh,-3,-1,-4,4,-2,-7,-9,-1
MsrA act,·,-2,-5,-4,-6,-1,2,-5
MsrA inh,0.4,0.4,4.4,-0.8,0.2,0.7,0.4,-0.5
Neddylation inh,i,i,i,i,i,i,i,i
SKN-1 block,12,-9,4,-2,-6,2,11,1
FAS TE block,·,2,0,-4,-6,-5,32,-4
Rin1 Abl inh,·,2,3,-1,0,4,4,-3
NRP1-CendR mod,-1,-2,6,13,0,17,-7,-6

33: COC(=O)C1=C(N)Oc2c(oc(CO)cc2=O)C1c1c(F)cccc1Cl (configuration not stated)
34: CN(c1ccc(-c2csc(NC(=O)C3CC(=O)N(Cc4ccco4)C3)n2)cc1)S(C)(=O)=O (configuration not stated)
35: COCCC(=O)NC1CCCc2c1cnn2-c1cccc(C)c1C (configuration not stated)
36: Cc1ccc(C)n1-c1cc(S(=O)(=O)N2CCOCC2)ccc1N1CCCC1
37: CC(C)[C@H](NC(=O)c1ccccc1Cl)C(=O)OCC(=O)NC(=O)NCc1ccco1
38: CCCc1[nH]nc2c1C(c1ccc(Br)s1)C(C#N)=C(N)O2 (configuration not stated)
39: Cc1c(C2=CCN(S(=O)(=O)c3ccc(Br)cc3)CC2)c2ccccc2n1C
40: CCN(CC)c1ccc(N2C(=O)c3ccccc3C2=O)cc1
Screen / compound no.,33,34,35,36,37,38,39,40
E coli Lon inh,2,-4,7,-3,-1,-5,0,-8
MT1-MMP act inh,2,10,2,-12,-1,2,3,-3
MsrA act,-8,-3,-3,-4,-8,-6,-5,-3
MsrA inh,-0.3,0.9,1.1,1.0,-0.1,·,-0.3,0.1
Neddylation inh,i,i,i,i,i,i,i,i
SKN-1 block,-17,11,16,6,-9,4,33,-5
FAS TE block,-12,2,-5,0,-3,12,30,-4
Rin1 Abl inh,1,4,-4,4,2,-1,-1,4
NRP1-CendR mod,-7,-6,-16,-19,-8,0,-34,3

41: COc1ccc(C(=O)NC(NC(=S)Nc2ccc(S(N)(=O)=O)cc2)C(Cl)(Cl)Cl)cc1 (configuration not stated)
42: O=c1ccc(-c2nc3ccccc3n2C(CCc2ccccc2)c2nc3ccccc3[nH]2)c[nH]1 (configuration not stated)
43: Nc1ccc(C(=O)N/N=C/c2ccc(N3CCOCC3)s2)cc1
44: CCP(=O)(CC)c1cccc(N)c1
45: O=C1c2ccccc2C(=O)N1Cc1cc(-c2ccccc2Cl)no1
46: COc1cc(C(O)c2nc(-c3cncnc3)cs2)ccc1F (configuration not stated)
47: Cc1ccc(C)c(N2CCN(S(=O)(=O)c3csc(C(N)=O)c3)CC2)c1
48: C[C@@H]1NS(=O)(=O)c2cc(Cl)ccc2O[C@@H]1c1ccccc1
Screen / compound no.,41,42,43,44,45,46,47,48
E coli Lon inh,-4,·,-3,-7,5,-7,-4,-11
MT1-MMP act inh,2,7,6,5,-2,-2,-2,3
MsrA act,-10,·,0,-4,-11,-2,1,-4
MsrA inh,0.6,0.4,2.9,0.5,-1.0,-0.8,0.3,-0.2
Neddylation inh,i,i,i,i,i,i,i,i
SKN-1 block,-31,4,-20,-4,7,4,11,20
FAS TE block,12,·,-4,-5,24,-1,3,17
Rin1 Abl inh,2,·,-4,1,5,-3,2,-3
NRP1-CendR mod,12,1,-3,-7,8,-6,12,-10

49: Cc1cc(C)n2nc(C(=O)Nc3ccc4c(c3)OCO4)cc2n1
50: Cc1ccc(OCC(=O)Nc2ccc(NC(=O)c3ccco3)cc2)c(C)c1
51: COC(=O)c1cc(C#N)c(SCc2ccccc2)nc1C
52: CCOC(=O)c1ccccc1NC(=O)CSc1nnc(COc2ccccc2)n1CC
53: Cc1cccc(C)c1OCC(=O)N/N=C/C=C/c1ccco1
Screen / compound no.,49,50,51,52,53
E coli Lon inh,-8,8,-7,4,2
MT1-MMP act inh,3,5,-1,0,-4
MsrA act,-3,-1,-5,-2,-2
MsrA inh,2.0,-1.0,0.4,-0.5,3.3
Neddylation inh,i,i,i,i,i
SKN-1 block,-19,-14,-6,6,-7
FAS TE block,-7,-1,9,10,-4
Rin1 Abl inh,-1,-2,-2,-2,0
NRP1-CendR mod,-15,-9,-5,-12,2
